Compound activity as filed in PubChem BioAssay.
ROS inducer – raises reactive oxygen species in U2OS cancer cells; ROS induction (% of piperlongumine), % at 10 µM; AID 624156; hit rate 2% among 46,000; U2OS ROS induction, H2DCF-DA fluorescence; in the data active = ROS induction above about 79%, passing the limit was not always enough; inconclusive = no clear call, values can overlap the other calls;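 note: 0% = DMSO vehicle median and 100% = reference compound median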
* = called active by the depositor; ? = inconclusive.

SMILES | ROS inducer
COc1ccc(NC(=O)N(C)C[C@@H]2Oc3c(NC(=O)C4CCOCC4)cccc3C(=O)N([C@@H](C)CO)C[C@@H]2C)cc1 | -20
COc1ccc(NC(=O)Nc2cccc3c2O[C@H](CN(C)S(=O)(=O)c2cn(C)cn2)[C@H](C)CN([C@H](C)CO)C3=O)cc1 | 1
COc1cc(NC(=O)CCN2C(=O)c3ccccc3C2=O)cc(OC)c1 | -14
COc1ccc(NC(=O)C2CCCCN2/N=C/c2ccc(OC)c(OCC(C)C)c2)cc1OC (stereo unspecified) | 20
COc1ccc(S(=O)(=O)Nc2ccc3c(c2)C(=O)N([C@@H](C)CO)C[C@@H](C)[C@@H](CN(C)C(=O)NC2CCCCC2)O3)cc1 | -20
C[C@@H]1CN([C@H](C)CO)C(=O)c2cccc(NC(=O)Nc3ccccc3)c2O[C@H]1CN(C)S(=O)(=O)c1ccccc1 | -4
C[C@H]1CN([C@@H](C)CO)C(=O)Cc2cc(NC(=O)CCC(F)(F)F)ccc2O[C@H]1CN(C)Cc1ccc(C(=O)Nc2ccccc2N)cc1 | 5
CCOC(=O)C(C)Oc1ccc2c(=O)c(-c3csc(C)n3)coc2c1 (stereo unspecified) | 16
C[C@@H]1CCCCO[C@H](CN(C)CC2CCCCC2)[C@@H](C)CN([C@H](C)CO)C(=O)c2cc(NC(=O)Nc3cccc4ccccc34)ccc2O1 | 11
COc1ccc(NC(=O)C2CCCCC2C(=O)O)cc1OC (stereo unspecified) | -12
C/C=C/C=C/C(=O)c1cc(C)c(O)c(C)c1O | 102*
COc1ccc(NC(=O)Nc2ccc3c(c2)C(=O)N([C@@H](C)CO)C[C@@H](C)[C@H](CN(C)S(C)(=O)=O)O3)cc1 | -8
O=c1c(Cl)c(N2CCCCC2)cnn1-c1ccccc1 | -19
CC(C)NC(=O)Nc1n[nH]c(Nc2ccc(Cl)cc2)n1 | -6
C[C@@H]1CN([C@@H](C)CO)C(=O)c2cc(NC(=O)Cn3cnnn3)ccc2O[C@H]1CN(C)S(=O)(=O)c1ccc(Cl)cc1 | 1

The list goes on; it opens with the 2 that closed the last part.
SMILES | ROS inducer
CC(C)NC(=O)Nc1n[nH]c(Nc2ccc(Cl)cc2)n1 | -6
C[C@@H]1CN([C@@H](C)CO)C(=O)c2cc(NC(=O)Cn3cnnn3)ccc2O[C@H]1CN(C)S(=O)(=O)c1ccc(Cl)cc1 | 1
Clc1ccc2oc(-c3cccnc3)nc2c1 | -8
C[C@H]1CN([C@@H](C)CO)C(=O)c2cccc(NS(=O)(=O)c3ccc(F)cc3)c2O[C@@H]1CN(C)Cc1ccc(C(=O)O)cc1 | -3
Nc1cccc(-c2ccc(CO)o2)c1 | 15
O=C(O)CCC1OC(=O)C(=O)C1c1ccccc1 (stereo unspecified) | 3
COc1ccc(CCC(=O)O)c(O)c1 | -4
C[C@@H]1CN([C@H](C)CO)C(=O)Cc2cc(NS(=O)(=O)c3cn(C)cn3)ccc2O[C@@H]1CN(C)Cc1ccncc1 | 4
O=C(CCCCC(=O)N/N=C/c1ccc(I)cc1)NO | -1
O=C(NCc1ccccc1)NC1CCCCC1 | -4
COc1ccc(C2C3(C#N)C(N)=NC(OC)(OC)C23C#N)cc1 (stereo unspecified) | -11
Cc1ccc(S(=O)(=O)N(C)C[C@@H]2Oc3ccc(NC(=O)NC4CCCCC4)cc3C(=O)N([C@H](C)CO)C[C@@H]2C)cc1 | -2
CCOC(=O)Cn1c(-c2cccnc2)nc(-c2ccccc2)c1-c1ccccc1 | 74
C[C@H]1CN([C@@H](C)CO)C(=O)c2cccc(N(C)C)c2O[C@H]1CN(C)Cc1ccncc1 | -5
Cc1noc(C)c1S(=O)(=O)Nc1ccc2c(c1)C(=O)N([C@H](C)CO)C[C@@H](C)[C@@H](CN(C)Cc1ccc(C(=O)Nc3ccccc3N)cc1)O2 | 8
CC(NC(=O)c1cnn2c(C(F)(F)F)cc(-c3cccs3)nc12)c1ccccc1 (stereo unspecified) | 85*
CCOC(=O)c1sc2nc(SCc3cccc(Cl)c3)n(Cc3cccs3)c(=O)c2c1C | 4
COC(=O)C(CC#Cc1ccc2c(c1)[C@]1(C(=O)N2)[C@H](C(=O)N2CCN(c3ncccn3)CC2)[C@H]2C(=O)O[C@H](c3ccccc3)[C@H](c3ccccc3)N2[C@@H]1c1ccc(OCCO)cc1)C(=O)OC | 42
CNC[C@H]1OCCCC[C@@H](C)Oc2ccc(NS(C)(=O)=O)cc2C(=O)N([C@H](C)CO)C[C@@H]1C | 19
C[C@H](CO)N1C[C@H](C)[C@@H](CN(C)Cc2ccc(C(=O)O)cc2)OCc2cnnn2CCCC1=O | 4
COc1ccc(-c2[nH]ncc2CN2CCC(c3ccccc3OC)CC2)cc1 | -3
C[C@@H]1CN([C@H](C)CO)C(=O)c2cc(NS(C)(=O)=O)ccc2O[C@@H]1CN(C)S(=O)(=O)c1cccs1 | -19
C[C@@H]1CN([C@H](C)CO)C(=O)c2cccc(NS(=O)(=O)c3cn(C)cn3)c2O[C@@H]1CN(C)S(=O)(=O)c1cccs1 | 36
Cc1noc(C)c1S(=O)(=O)Nc1ccc2c(c1)C(=O)N([C@@H](C)CO)C[C@@H](C)[C@H](CN(C)S(=O)(=O)c1cccs1)O2 | 25
Cc1c(Cc2ccccc2)c(=O)oc2cc(OC(C)C)ccc12 | 53
C[C@@H]1CN([C@H](C)CO)C(=O)c2cccc(NC(=O)Nc3ccc4c(c3)OCO4)c2O[C@@H]1CN(C)C(=O)Nc1ccc(C(F)(F)F)cc1 | 27
COc1ccc(S(=O)(=O)N(C)CC(=O)Nc2ccc(C(N)=O)cc2)cc1Cl | 8
COc1ccc([N+](=O)[O-])cc1N(CC(=O)Nc1cccc(C)c1)S(C)(=O)=O | -3
Fc1ccc(-c2nc(-c3ccc(C(F)(F)F)cc3)no2)c(Cl)c1 | -9
C[C@@H]1CN([C@H](C)CO)C(=O)Cc2cc(NS(=O)(=O)c3cccs3)ccc2O[C@H]1CN(C)Cc1ccncc1 | 5
C[C@@H]1CN([C@@H](C)CO)C(=O)Cc2cc(NS(=O)(=O)c3ccc(Cl)cc3)ccc2O[C@@H]1CN(C)Cc1ccccc1 | 13
Cc1ccc(Nc2nc(N)nc(CSCCO)n2)cc1 | -3
Cc1noc(C)c1S(=O)(=O)N(C)C[C@H]1OCCCC[C@@H](C)Oc2ccc(NC(=O)Nc3ccc(C(F)(F)F)cc3)cc2C(=O)N([C@H](C)CO)C[C@@H]1C | 60
CSc1cccc(NC(=O)c2ccc(CN3CCOCC3)cc2)c1 | -12
C[C@@H]1CN([C@@H](C)CO)C(=O)Cc2cc(NC(=O)CCC(F)(F)F)ccc2O[C@@H]1CN(C)C(=O)Nc1ccc2c(c1)OCO2 | -1
Cc1cc(O)c2c(c1)C(=O)c1cc(O)cc(O)c1C2=O | 13
COc1ccc(C(=O)On2c(-c3ccccc3)cc3ccccc32)cc1 | -1
O=S(=O)(Cc1noc(-c2ccc(OC(F)(F)F)cc2)n1)Cc1ccco1 | -18
COc1ccc(Cl)cc1NC(=O)C(C)n1nc(C)c([N+](=O)[O-])c1C (stereo unspecified) | 3
CNC(=O)CCc1cc2ccccc2[nH]1 | 26
C=CCSCC1Nc2cc(Cl)c(S(N)(=O)=O)cc2S(=O)(=O)N1 (stereo unspecified) | 1
CC(=O)Nc1ccc(Nc2c3c4c(cccc4[nH]c2=O)C(=O)c2ccccc2-3)cc1 | 105*
O=C(NCCN1CCOCC1)[C@@]1(CCS(=O)(=O)c2ccccc2)N=C(c2ccc(OCCCO)cc2)O[C@H]1c1ccccc1 | 69
C[C@H](CO)N1C[C@H](C)[C@H](CN(C)C(=O)Nc2cccc3ccccc23)Oc2ccc(NC(=O)Cn3cnnn3)cc2CC1=O | 0
COc1c(Cl)cc(Cl)cc1CNCCNCC(C)O (stereo unspecified) | -8
CCC1(c2ccccc2)NC(=S)N(c2ccccc2)N1 (stereo unspecified) | -7
O=C(COc1cccc(NC(=O)c2ccccc2[N+](=O)[O-])c1)c1ccc(F)cc1 | -1
C[C@@H]1CN([C@H](C)CO)C(=O)Cc2cc(NS(=O)(=O)c3ccc(F)cc3)ccc2O[C@@H]1CN(C)C(=O)NC1CCCCC1 | -3
C[C@H](CO)N1C[C@H](C)[C@H](CN(C)C(=O)Nc2cccc3ccccc23)Oc2ccc(NS(=O)(=O)c3ccc(F)cc3)cc2CC1=O | -2
CSc1sc(C(=O)Sc2ccccc2)cc1S(=O)(=O)C(C)C | 80*
COC(=O)c1c(/N=C/c2c(O)n(Cc3ccccc3)c(=O)[nH]c2=O)sc2c1CCCC2 | -7
COc1ccc(NC(=O)N(C)C[C@H]2Oc3ccc(NS(=O)(=O)c4ccccc4)cc3C(=O)N([C@@H](C)CO)C[C@H]2C)cc1 | -7
C[C@@H]1CN([C@@H](C)CO)C(=O)Cc2cc(NC(=O)Cc3ccccc3)ccc2O[C@@H]1CN(C)Cc1ccccc1 | 16
C[C@@H]1CN([C@H](C)CO)C(=O)c2cccc(NC(=O)C3CCOCC3)c2O[C@H]1CN(C)Cc1ccc(Oc2ccccc2)cc1 | ?
CNC[C@H]1Oc2ccc(NS(=O)(=O)c3ccc(OC)cc3)cc2C(=O)N([C@H](C)CO)C[C@H]1C | -3
C[C@@H]1CN([C@@H](C)CO)C(=O)c2cccc(NS(C)(=O)=O)c2O[C@@H]1CN(C)C(=O)NC1CCCCC1 | -9
Cc1[nH]c2ccccc2c1CN1CCC(Cc2ccccc2)CC1 | 8
C[C@@H]1CN([C@@H](C)CO)C(=O)c2cccc(NC(=O)Nc3ccc4c(c3)OCO4)c2O[C@@H]1CN(C)S(=O)(=O)c1ccccc1 | 5
C[C@H](CO)N1C[C@H](C)[C@H](CN(C)S(=O)(=O)c2ccc(Cl)cc2)Oc2c(NC(=O)Nc3cccc4ccccc34)cccc2C1=O | -10
COC(=O)c1cc(=O)n2ccccc2c1C#N | 9
Cc1noc(C)c1NC(=O)N(C)C[C@H]1Oc2c(NS(=O)(=O)c3cccs3)cccc2C(=O)N([C@@H](C)CO)C[C@H]1C | -6
COc1ccc(NC(=O)OCC23COCN2COC3)cc1 | -9

Later entries
SMILES | ROS inducer
Cc1noc(C)c1NC(=O)Nc1ccc2c(c1)CC(=O)N([C@@H](C)CO)C[C@H](C)[C@H](CN(C)C(=O)Nc1ccccc1)O2 | -6
CC(=O)c1cccc(NC(=O)C(C)NS(=O)(=O)c2ccc(F)cc2)c1 (stereo unspecified) | 0
COc1ccccc1/C=C/C1C(C(=O)OCC(C)C)=C(C)N=C2SCCC(=O)N21 (stereo unspecified) | 2
C[C@@H]1CN([C@@H](C)CO)C(=O)c2cc(NC(=O)Cn3cnnn3)ccc2O[C@H]1CN(C)C(=O)Nc1cccc2ccccc12 | -11
C[C@@H]1CN([C@@H](C)CO)C(=O)c2cccc(NC(=O)Nc3ccccc3)c2O[C@@H]1CN(C)S(C)(=O)=O | 25
Cc1cc(S(=O)(=O)N2CCC(NC(=O)Cc3ccccc3)CC2)c(Cl)cc1Cl | -10
O=C(N/N=C/c1ccc(I)cc1)c1ccccc1O | 40
C[C@H](CO)N1C[C@H](C)[C@H](CN(C)CC2CCCCC2)Oc2ccc(NC(=O)CCC(F)(F)F)cc2C1=O | 3
O=C(Nc1ccc2c(c1)OCCO2)c1ccc2nccnc2c1 | 6
Cc1noc(C)c1S(=O)(=O)Nc1cccc2c1O[C@H](CN(C)C(=O)Nc1ccc3c(c1)OCO3)[C@H](C)CN([C@H](C)CO)C2=O | -1
CCOC(=O)c1ccc2c(c1)c(C)c(C)n2Cc1ccccc1 | -9
CO[C@H]1/C=C\O[C@@]2(C)Oc3c(C)c(O)c4c(O)c(c(/C=N/N5CCN(C)CC5)c(O)c4c3C2=O)NC(=O)/C(C)=C\C=C[C@H](C)[C@H](O)[C@@H](C)[C@@H](O)[C@@H](C)[C@H](OC(C)=O)[C@@H]1C | -5
CC(C)=CC(=O)CC(O)(c1ccccc1)c1ccccc1 | 11
C[C@H]1CN([C@@H](C)CO)C(=O)CCCn2cc(nn2)CO[C@H]1CN(C)C(=O)NC1CCCCC1 | 40
Cc1cc(S(=O)(=O)NCC(=O)O)ccc1Cl | -10
CC(=O)c1cccc(NC(=O)c2ccc(CNS(=O)(=O)c3ccc(C(C)(C)C)cc3)cc2)c1 | 10
COC(=O)C1=C[C@@H](O)[C@@H](O)[C@H](O[C@@H]2O[C@H](COC(=O)/C=C/c3ccccc3)[C@@H](O)[C@H](O)[C@H]2O)C1 | -12
Cn1c(SCc2nc3ccccc3[nH]2)nnc1-c1ccccn1 | -2
CC(C)c1ccc2c(c1)C(O)CC1C(C)(CO)CCCC21C (stereo unspecified) | -1
COc1ccc(S(=O)(=O)N(C)C[C@H]2Oc3ccc(NC(=O)Nc4ccccc4)cc3CC(=O)N([C@H](C)CO)C[C@H]2C)cc1 | 18

Grouped by structure, the compounds so far containing a Cl atom.
SMILES | ROS inducer
O=c1c(Cl)c(N2CCCCC2)cnn1-c1ccccc1 | -19
CC(C)NC(=O)Nc1n[nH]c(Nc2ccc(Cl)cc2)n1 | -6
C[C@@H]1CN([C@@H](C)CO)C(=O)c2cc(NC(=O)Cn3cnnn3)ccc2O[C@H]1CN(C)S(=O)(=O)c1ccc(Cl)cc1 | 1
Clc1ccc2oc(-c3cccnc3)nc2c1 | -8
CCOC(=O)c1sc2nc(SCc3cccc(Cl)c3)n(Cc3cccs3)c(=O)c2c1C | 4
COc1ccc(S(=O)(=O)N(C)CC(=O)Nc2ccc(C(N)=O)cc2)cc1Cl | 8
Fc1ccc(-c2nc(-c3ccc(C(F)(F)F)cc3)no2)c(Cl)c1 | -9
C[C@@H]1CN([C@@H](C)CO)C(=O)Cc2cc(NS(=O)(=O)c3ccc(Cl)cc3)ccc2O[C@@H]1CN(C)Cc1ccccc1 | 13
COc1ccc(Cl)cc1NC(=O)C(C)n1nc(C)c([N+](=O)[O-])c1C (stereo unspecified) | 3
C=CCSCC1Nc2cc(Cl)c(S(N)(=O)=O)cc2S(=O)(=O)N1 (stereo unspecified) | 1
COc1c(Cl)cc(Cl)cc1CNCCNCC(C)O (stereo unspecified) | -8
C[C@H](CO)N1C[C@H](C)[C@H](CN(C)S(=O)(=O)c2ccc(Cl)cc2)Oc2c(NC(=O)Nc3cccc4ccccc34)cccc2C1=O | -10
Cc1cc(S(=O)(=O)N2CCC(NC(=O)Cc3ccccc3)CC2)c(Cl)cc1Cl | -10
Cc1cc(S(=O)(=O)NCC(=O)O)ccc1Cl | -10

Some of the compounds tested; count on the stated rates, not on these rows.
